GPR151 activ = activators of human GPR151, primary screen, cell-based, PathHunter beta-arrestin, luminescence; G-protein coupled receptor 151 (Homo sapiens), Q8TDV0; PathHunter beta-arrestin GPR151 cells; activation, % at 11.2 µM; actives 1% (n = 650,000); AID 1508602, 2020; in the data active = activation above about 4.9%;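 also: 0% = median of compound wells and 100% = cells with positive control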
Target sequence (Q8TDV0 whole entry, looked up): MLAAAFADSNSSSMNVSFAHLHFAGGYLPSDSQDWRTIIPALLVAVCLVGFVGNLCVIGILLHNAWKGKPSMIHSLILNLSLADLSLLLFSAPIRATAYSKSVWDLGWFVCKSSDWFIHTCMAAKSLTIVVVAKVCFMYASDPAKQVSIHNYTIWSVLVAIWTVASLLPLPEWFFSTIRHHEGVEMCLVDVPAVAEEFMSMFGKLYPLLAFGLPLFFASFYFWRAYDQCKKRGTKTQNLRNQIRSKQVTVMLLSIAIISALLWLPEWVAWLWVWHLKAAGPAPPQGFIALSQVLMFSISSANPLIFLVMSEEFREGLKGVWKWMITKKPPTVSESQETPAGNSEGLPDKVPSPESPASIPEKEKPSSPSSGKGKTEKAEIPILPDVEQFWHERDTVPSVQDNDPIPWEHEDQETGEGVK
FBW7 activator = FBW7 E3 ligase activators, primary screen, biochemical, AlphaScreen, human; F-box/WD repeat-containing protein 7 (Homo sapiens), Q969H0; AlphaScreen FBW7–phospho-cyclin E peptide binding, activator screen; actives 0.13% (n = 650,000); normalized activity (activation), % at 26.1 µM; in the data active = normalized activity above about 1.9%;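 also: purified mutant Fbw7 with reduced substrate affinity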
Target sequence (Q969H0 whole entry, looked up): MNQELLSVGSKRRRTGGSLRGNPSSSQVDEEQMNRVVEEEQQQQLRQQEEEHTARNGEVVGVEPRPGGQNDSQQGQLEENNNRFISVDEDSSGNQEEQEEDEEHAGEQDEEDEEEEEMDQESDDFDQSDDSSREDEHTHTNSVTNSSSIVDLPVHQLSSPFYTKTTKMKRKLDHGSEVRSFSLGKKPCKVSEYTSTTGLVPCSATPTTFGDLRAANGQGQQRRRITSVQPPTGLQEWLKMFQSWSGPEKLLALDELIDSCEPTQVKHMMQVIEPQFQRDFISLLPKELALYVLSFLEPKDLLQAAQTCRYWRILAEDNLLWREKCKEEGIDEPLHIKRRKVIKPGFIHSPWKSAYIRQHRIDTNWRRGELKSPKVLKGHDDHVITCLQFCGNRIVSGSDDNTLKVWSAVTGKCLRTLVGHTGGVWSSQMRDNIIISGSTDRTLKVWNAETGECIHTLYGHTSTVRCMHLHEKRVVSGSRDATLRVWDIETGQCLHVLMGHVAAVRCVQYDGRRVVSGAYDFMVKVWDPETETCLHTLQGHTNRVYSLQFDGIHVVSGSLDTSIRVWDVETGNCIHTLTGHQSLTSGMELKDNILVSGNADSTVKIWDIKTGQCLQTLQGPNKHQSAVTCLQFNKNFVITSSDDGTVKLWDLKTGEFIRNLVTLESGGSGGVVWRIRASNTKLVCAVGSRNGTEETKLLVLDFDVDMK
TEAD-YAP block = TEAD-YAP interaction inhibition, primary screen, TEAD-YAP interaction inhibitor project, luminescence, HEK-TIYL cells. TEAD-Gal4/YAP UAS-luciferase luminescence. inhibition, % at 9.12 µM. actives 1.4% (n = 640,000); in the data active = inhibition above about 32%;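 also: 0% = median of test compound wells and 100% = reference inhibitor wells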
MITF primary = MITF inhibitors, primary screen, biochemical, AlphaScreen, human; Microphthalmia-associated transcription factor (Homo sapiens), O75030; AlphaScreen MITF homodimerization, bead proximity signal; inhibition, % at 2.6 µM; actives 0.91% (n = 650,000); in the data active = inhibition above about 50%;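 also: 0% = vehicle wells with protein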
Active calls of the source: *. Compounds were not picked by outcome; overall some 3.5% were active at least once.

Screening C=C(CC(NCc1ccccc1)c1ccccc1)C[Si](C)(C)C (stereo not given) returned GPR151 activ -0.5, FBW7 activator 0.8, TEAD-YAP block -0.1 and MITF primary 8.6.
For O=C(Nc1ccnn1C1CCN(C(=O)c2scc3c2CCCC3)CC1)C1CC1 the results were GPR151 activ 0.2, FBW7 activator 0.0, TEAD-YAP block 9.5 and MITF primary 4.0.
For Cc1ccc(CN2CCN3C(=O)[C@H](CO)NC(=O)[C@H]3C2)s1 the results were GPR151 activ -0.2, FBW7 activator 0.0, TEAD-YAP block 9.5 and MITF primary 4.1.
`Cn1c(SCC(=O)Nc2cccc(Cl)c2)nnc1-c1cccn(C)c1=O` gave GPR151 activ -1.2, FBW7 activator 0.2, TEAD-YAP block -13.0 and MITF primary 9.0.
CCOC(=O)c1c(NC(=O)c2ccccc2Br)sc2c1CC(C)(C)NC2(C)C was read as GPR151 activ 0.6, FBW7 activator 0.1, TEAD-YAP block -8.5 and MITF primary 3.4.
Screening COCCn1c2ccccc2n2c(=O)n(CC(=O)N3CCOCC3)nc12 returned GPR151 activ 0.1, FBW7 activator -0.3, TEAD-YAP block -1.9 and MITF primary 5.1.
N#CCSCC(=O)Nc1ccc(F)cc1 was read as GPR151 activ -1.3, FBW7 activator 1.1, TEAD-YAP block -3.0 and MITF primary 20.0.
`Cc1nn(CC(=O)N[C@H](Cn2nnc3ccccc32)C(C)C)c(=O)c2ccccc12` gave GPR151 activ -0.2, FBW7 activator 0.0, TEAD-YAP block 0.1 and MITF primary -2.8.
O=C(Oc1ccc2c3c(c(=O)oc2c1)CCCC3)c1ccc(Cl)cc1 was read as GPR151 activ -2.1, FBW7 activator 0.1, TEAD-YAP block 5.4 and MITF primary 14.7.
CCc1nc(NCCN(CC)CC)c(C#N)c2c1CCCC2 was read as GPR151 activ -1.3, FBW7 activator -0.1, TEAD-YAP block 5.6 and MITF primary -3.8.
`O=C1NC(=O)N(c2cccc(Br)c2)C(=O)/C1=C/c1ccc(O)c([N+](=O)[O-])c1` gave GPR151 activ -0.7, FBW7 activator 0.1, TEAD-YAP block 3.2 and MITF primary 18.8.
CCCCC(Sc1nc2cc3c(cc2c(=O)n1CCCC(=O)NCCc1ccc(OC)c(OC)c1)OCO3)C(=O)OCC (stereo not given) was read as GPR151 activ 0.3, FBW7 activator 0.2, TEAD-YAP block -7.9 and MITF primary -15.3.
`CCCc1cc2c(=O)c(-c3ccc(C(=O)OCC)o3)c(C)oc2cc1O` gave GPR151 activ 1.2, FBW7 activator -0.1, TEAD-YAP block 5.0 and MITF primary 1.4.
For O=[N+]([O-])c1cc(Nc2ncnc3sc4c(c23)CCCC4)cc(Oc2ccc(F)cc2F)c1 the results were GPR151 activ 0.0, FBW7 activator 0.0, TEAD-YAP block 0.5 and MITF primary -7.6.
Screening COCC(C)n1c(C)cc(C(=O)COC(=O)c2cc(OC)c(OC)cc2[N+](=O)[O-])c1C (stereo not given) returned GPR151 activ 1.2, FBW7 activator -0.1, TEAD-YAP block 1.5 and MITF primary 10.7.
Screening O=C(NCCN1CCOCC1)c1ccnc(-c2csc3ccccc23)c1 returned GPR151 activ -2.4, FBW7 activator 0.0, TEAD-YAP block -6.7 and MITF primary 7.2.
Screening CCOC(=O)C1=C(N)N(c2ccc(Cl)cc2)C2=C(C(=O)CC(C)(C)C2)C1c1ccc(SC)cc1 (stereo not given) returned GPR151 activ -0.9, FBW7 activator -0.1, TEAD-YAP block 3.5 and MITF primary -2.0.
CCCNC(=O)C12CC3CC(C1)CC(C(=O)NCCC)(C3)C2 was read as GPR151 activ -0.5, FBW7 activator 0.2, TEAD-YAP block 4.6 and MITF primary -5.6.
`COc1cc(/C=c2/sc3n(c2=O)C(c2c(OC)ccc4ccccc24)C(C(C)=O)=C(C)N=3)cc(I)c1O` (stereo not given) gave GPR151 activ 1.3, FBW7 activator -0.1, TEAD-YAP block 1.0 and MITF primary -12.1.
O=c1/c(=C/c2cccc(Cl)c2)sc2nc(-c3ccccc3)c(-c3ccccc3)n12 was read as GPR151 activ -0.7, FBW7 activator 0.1, TEAD-YAP block 4.1 and MITF primary 7.0.
Screening O=c1[nH]c(CSc2nc3ccccc3s2)nc2ccccc12 returned GPR151 activ -0.2, FBW7 activator -0.2, TEAD-YAP block -34.8 and MITF primary -3.3.
For CC(C)OC(=O)c1c(NC(=O)c2cc3nc(-c4ccc(Cl)cc4)cc(C(F)(F)F)n3n2)sc2c1CCCC2 the results were GPR151 activ -0.4, FBW7 activator -0.1, TEAD-YAP block -7.5 and MITF primary -3.9.
For COc1cccc(C(=O)Nc2cc([N+](=O)[O-])ccc2OC)c1 the results were GPR151 activ 1.1, FBW7 activator -0.4, TEAD-YAP block -5.5 and MITF primary 1.6.
COc1cc(CO)ccc1Oc1nnnn1-c1ccc(C(N)=O)cc1 was read as GPR151 activ 0.0, FBW7 activator 0.4, TEAD-YAP block 17.1 and MITF primary -0.8.
`O=C1NC(=O)/C(=C\c2ccccc2OCc2ccccc2F)N1` gave GPR151 activ -0.3, FBW7 activator 0.0, TEAD-YAP block -11.3 and MITF primary -1.1.
For Cn1c(-c2ccncc2)nn(CN2CCc3ccccc3C2)c1=S the results were GPR151 activ 1.1, FBW7 activator -0.1, TEAD-YAP block -4.3 and MITF primary 16.7.
For Cc1ccc(-c2ccccc2)n1-c1ccc(F)cc1 the results were GPR151 activ -0.8, FBW7 activator 0.2, TEAD-YAP block -9.3 and MITF primary 12.7.
`O=C(c1ccc2c(c1)OCO2)N(CC1CC1)C1CCN(Cc2ccncc2)CC1` gave GPR151 activ -0.4, FBW7 activator -0.4, TEAD-YAP block -7.3 and MITF primary -5.4.
`Cc1cc(NC(=O)c2cnn3cccnc23)nn1CC(=O)Nc1cccnc1` gave GPR151 activ 2.0, FBW7 activator 0.7, TEAD-YAP block -10.4 and MITF primary 16.9.
For CC(NS(=O)(=O)c1ccc2ccccc2c1)C(=O)O (stereo not given) the results were GPR151 activ 0.1, FBW7 activator 0.1, TEAD-YAP block 5.8 and MITF primary 7.0.
COc1ccc(OC)c(S(=O)(=O)N2CCN(c3ccccc3OC)CC2)c1 was read as GPR151 activ -0.1, FBW7 activator 0.1, TEAD-YAP block 5.5 and MITF primary 8.9.
For COc1ccc(-c2noc(CNC(=O)COc3ccc(C)c(C)c3)n2)cc1 the results were GPR151 activ -1.8, FBW7 activator 0.1, TEAD-YAP block -12.1 and MITF primary 3.0.
CCc1nnc(NS(=O)(=O)c2ccc(NC(=O)c3ccc(OC(C)C)cc3)cc2)s1 was read as GPR151 activ -2.1, FBW7 activator 0.1, TEAD-YAP block -1.3 and MITF primary 0.7.
For O=C(c1ccco1)N1CCN(CC(=O)N2CCCc3c2c(=O)oc2ccc(O)cc32)CC1 the results were GPR151 activ 0.0, FBW7 activator 0.0, TEAD-YAP block 14.8 and MITF primary -4.0.
COc1ccc(Br)cc1CNC(=O)c1ccc(N2CCCC2=O)cc1 was read as GPR151 activ -0.7, FBW7 activator 0.2, TEAD-YAP block -8.5 and MITF primary -5.3.
`CCN(CC)c1nc(N)nc(N2CCOCC2)n1` gave GPR151 activ -0.4, FBW7 activator -0.1, TEAD-YAP block 2.6 and MITF primary 2.0.
`Cc1cc(C)c(OCC(=O)Nc2ccc(Cl)cc2Cl)c(C)c1` gave GPR151 activ 0.3, FBW7 activator 0.1, TEAD-YAP block -3.8 and MITF primary -3.9.
COc1ccc(CNS(=O)(=O)c2ccc(-n3cccn3)cc2)cc1 was read as GPR151 activ -1.1, FBW7 activator 0.1, TEAD-YAP block 0.5 and MITF primary 6.4.
For Cc1cccc(N(CC(=O)N2CCOCC2)S(=O)(=O)c2ccc(Cl)cc2)c1 the results were GPR151 activ 0.4, FBW7 activator -0.1, TEAD-YAP block -12.6 and MITF primary -13.2.
O=C1CCC(CCNCCOc2ccccc2)N1Cc1ccc(-n2cccn2)cc1 (stereo not given) was read as GPR151 activ -1.2, FBW7 activator 0.1, TEAD-YAP block -0.2 and MITF primary 10.3.
Screening O=C(c1cccc(Cl)c1)C1CCCN(S(=O)(=O)c2cccs2)C1 (stereo not given) returned GPR151 activ 0.2, FBW7 activator -0.1, TEAD-YAP block 5.1 and MITF primary -2.3.
Cc1cc(C)n(C(=O)c2ccc(Cl)c([N+](=O)[O-])c2)n1 was read as GPR151 activ 0.4, FBW7 activator 0.0, TEAD-YAP block 6.5 and MITF primary -0.5.
`COc1ccccc1-c1ccc(=O)n(CC(=O)NCc2ccc3c(c2)OCO3)n1` gave GPR151 activ 0.9, FBW7 activator 0.0, TEAD-YAP block 0.5 and MITF primary 11.9.
For Cc1cc2c(cc1C)NC(CC(=O)Nc1ccccc1C(F)(F)F)C(=O)N2 (stereo not given) the results were GPR151 activ 0.6, FBW7 activator 0.0, TEAD-YAP block 3.4 and MITF primary -1.8.
Cc1csc(C(C#N)C(=O)COC(=O)c2ccccc2[N+](=O)[O-])n1 (stereo not given) was read as GPR151 activ 0.8, FBW7 activator 0.1, TEAD-YAP block 1.8 and MITF primary 1.7.
Screening O=C(NC(=S)N1CCCCCC1)c1ccccc1 returned GPR151 activ 0.6, FBW7 activator -0.1, TEAD-YAP block 12.0 and MITF primary 9.1.
Screening COc1cccc(N2CC(=O)N(NC(=O)c3sc4nc(C)cc(C)c4c3N)CC2=O)c1 returned GPR151 activ 1.4, FBW7 activator -0.1, TEAD-YAP block 0.8 and MITF primary -10.0.
COc1ccc(N2CCN(c3c(-c4ccc(C)cc4)c(=O)c3=O)CC2)cc1 was read as GPR151 activ 0.0, FBW7 activator -0.3, TEAD-YAP block -0.2 and MITF primary 2.7.
For CCCCCCCCC(=O)N/N=C(\C)c1ccccn1 the results were GPR151 activ -1.1, FBW7 activator 0.0, TEAD-YAP block -0.4 and MITF primary 2.9.
COC(=O)CCC(=O)Nc1cccc(C(F)(F)F)c1 was read as GPR151 activ 0.1, FBW7 activator -0.2, TEAD-YAP block -0.1 and MITF primary -7.5.
`Cc1cccc(C(=O)N(CCc2ccccc2)CC(=O)Nc2sc(C)c(C)c2C(N)=O)c1` gave GPR151 activ -0.9, FBW7 activator 0.3, TEAD-YAP block -28.1 and MITF primary 6.8.
CCC(C)c1ccccc1OCC(=O)n1nc(C)cc1C (stereo not given) was read as GPR151 activ -1.4, FBW7 activator 0.8, TEAD-YAP block 2.0 and MITF primary 15.9.
Screening CCOC(=O)N1CCC(n2c(SCC(=O)Nc3ccc(C)cc3)nc3ccccc3c2=O)CC1 returned GPR151 activ -0.5, FBW7 activator 0.0, TEAD-YAP block 55.4* and MITF primary 3.9.
COc1ccccc1NC(=S)N/N=C/c1ccc(O)cc1 was read as GPR151 activ -1.6, FBW7 activator -0.1, TEAD-YAP block -63.8 and MITF primary 2.6.
For CCOC(=O)c1c(NC(=O)c2ccc(OC)c(OC)c2)sc2c1CCCCC2 the results were GPR151 activ 1.9, FBW7 activator -0.2, TEAD-YAP block 2.3 and MITF primary 0.9.
Screening COc1ccc(N2C(N)=C(C#N)C(c3ccc([N+](=O)[O-])cc3)C3=C2CC(C)(C)CC3=O)cc1 (stereo not given) returned GPR151 activ -1.7, FBW7 activator 0.1, TEAD-YAP block 3.1 and MITF primary -16.0.
Cc1cc(NCCN(C(C)C)C(C)C)nc(Nc2nc3ccccc3n2C)n1 was read as GPR151 activ -0.1, FBW7 activator 0.1, TEAD-YAP block -3.8 and MITF primary 3.3.
COc1ccc(N(C(C)C(=O)N/N=C/c2ccc(OC(C)C)cc2)S(C)(=O)=O)cc1 (stereo not given) was read as GPR151 activ 0.7, FBW7 activator 0.0, TEAD-YAP block 7.1 and MITF primary 8.0.
Screening COc1ccc(C2=N/C(=C\c3cn(C(C)=O)c4ccc(Br)cc34)C(=O)O2)cc1[N+](=O)[O-] returned GPR151 activ 0.2, FBW7 activator -0.1, TEAD-YAP block 7.8 and MITF primary 14.4.
`CC(C)Oc1ccc(C(CC(=O)O)NC(=O)C2CCCCC2)cc1` (stereo not given) gave GPR151 activ -0.8, FBW7 activator 0.0, TEAD-YAP block -9.0 and MITF primary 5.6.

Compounds from the list above containing fluorine (7):
N#CCSCC(=O)Nc1ccc(F)cc1 was read as GPR151 activ -1.3, FBW7 activator 1.1, TEAD-YAP block -3.0 and MITF primary 20.0.
For O=[N+]([O-])c1cc(Nc2ncnc3sc4c(c23)CCCC4)cc(Oc2ccc(F)cc2F)c1 the results were GPR151 activ 0.0, FBW7 activator 0.0, TEAD-YAP block 0.5 and MITF primary -7.6.
For CC(C)OC(=O)c1c(NC(=O)c2cc3nc(-c4ccc(Cl)cc4)cc(C(F)(F)F)n3n2)sc2c1CCCC2 the results were GPR151 activ -0.4, FBW7 activator -0.1, TEAD-YAP block -7.5 and MITF primary -3.9.
`O=C1NC(=O)/C(=C\c2ccccc2OCc2ccccc2F)N1` gave GPR151 activ -0.3, FBW7 activator 0.0, TEAD-YAP block -11.3 and MITF primary -1.1.
For Cc1ccc(-c2ccccc2)n1-c1ccc(F)cc1 the results were GPR151 activ -0.8, FBW7 activator 0.2, TEAD-YAP block -9.3 and MITF primary 12.7.
For Cc1cc2c(cc1C)NC(CC(=O)Nc1ccccc1C(F)(F)F)C(=O)N2 (stereo not given) the results were GPR151 activ 0.6, FBW7 activator 0.0, TEAD-YAP block 3.4 and MITF primary -1.8.
COC(=O)CCC(=O)Nc1cccc(C(F)(F)F)c1 was read as GPR151 activ 0.1, FBW7 activator -0.2, TEAD-YAP block -0.1 and MITF primary -7.5.

From PubChem
